# Source: PubChem BioAssay
# SENP1 FRET inh: human SENP1 catalytic domain inhibitors, primary screen, biochemical, FRET, uHTS. inhibition, % at 10 µM. Sentrin-specific protease 1 (Homo sapiens), Q9P0U3. 360,000 compounds, 0.21% hits. recombinant SENP1 catalytic domain, CyPet-SUMO1-YPet FRET cleavage;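 active = inhibition at least 30% at 10 µM, raw YFP signal under a set limit, fluorescence ratio 0.5 to 1.5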;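 also: 0% = enzyme with DMSO and 100% = no enzyme wells; some results filed as inactive read as strong as hits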
# Target sequence (Q9P0U3 419-644 limits assumed): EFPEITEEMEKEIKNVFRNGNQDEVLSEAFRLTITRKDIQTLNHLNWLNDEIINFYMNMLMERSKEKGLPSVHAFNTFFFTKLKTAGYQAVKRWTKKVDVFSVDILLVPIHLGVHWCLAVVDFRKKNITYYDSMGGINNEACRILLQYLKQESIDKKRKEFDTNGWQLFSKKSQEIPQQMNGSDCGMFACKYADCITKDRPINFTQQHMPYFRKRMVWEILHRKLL
#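 material = recombinant human SENP1 catalytic domain, His6-tagged | quantity = 20 pM enzyme | reagent = 25 nM SUMO1 FRET substrate | compound dosing = 10 µM single point, 0.5% DMSO | timing = 50 min enzyme reaction, room temperature, light-protected | detection = FRET, CFP and YFP emission | control set = no-enzyme low, enzyme-DMSO high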
# * hit, by the source's call.
# The opening two compounds, to show the layout:
SMILES,SENP1 FRET inh
C[C@@H](c1ccccc1)N1C[C@@H](COCc2ccccc2)Oc2cc(N3CCC[C@H]3CO)ccc2S1(=O)=O,-7
Oc1ccccc1-c1nnco1,0

# Results, repeating the preview:
SMILES,SENP1 FRET inh
C[C@@H](c1ccccc1)N1C[C@@H](COCc2ccccc2)Oc2cc(N3CCC[C@H]3CO)ccc2S1(=O)=O,-7
Oc1ccccc1-c1nnco1,0
CC(C)c1c(C(=O)Nc2ccccc2)c(-c2ccccc2)c(-c2ccc(F)cc2)n1CC[C@@H](O)C[C@@H](O)CC(=O)O,-2
Cc1nc(-c2cccc(NC(=O)c3ccc(Cl)c(S(=O)(=O)N4CCCC4)c3)c2)cs1,-2
CN1CCn2cnc(C(=O)NCc3ccc(CNC(=O)OC(C)(C)C)cc3)c2C1=O,1
CC(C)NC(=O)C1(C)CSCC(=O)N1Cc1cccs1 (stereo not given),-1
CCOc1cccc2c1OC1(C)CC2NC(=O)N1Cc1ccccc1 (stereo not given),2
COc1cccc(NC(=O)C2(C)CCN2C(=O)CCc2ccc(Cl)cc2Cl)c1 (stereo not given),0
Cc1cccnc1C1=NOC(Cc2ccccc2)C(=O)N1Cc1ccc(F)cc1 (stereo not given),-2
COc1ccc(C(=O)n2ncc(C#N)c2N)cc1,6
CCCCNC(=O)C[C@@H]1C[C@@]2(C(=O)OCC)CCC=C2N(Cc2cccc3ccccc23)C1=O,-1
C[C@H](CO)N1C[C@H](C)[C@@H](CN(C)C(=O)Nc2cccc(Oc3ccccn3)c2)OCc2cnnn2CCCC1=O,-1
O=C(C[C@H]1C(=O)N(Cc2ccccc2)C[C@@H]1c1ccc(Br)cc1)Nc1ccc(Br)cc1,-5
CCN(CC)C(=O)C1=C(C)N(Cc2ccc(OC)cc2)C(=O)C(CC(=O)NC2CCCC2)C1 (stereo not given),2
COc1ccc(-c2cc3ncc(-c4ccccc4)c(N)n3n2)cc1,0
CC(C)c1ccc(NC(=O)C2Cc3c(-c4ccc5c(c4)OCO5)ccnc3O2)cc1 (stereo not given),2
O=C1CSC(=S)N1N=Cc1c(F)cccc1Cl,3
O=C(NCC(=O)N1CCN(C(c2ccccc2)c2ccccc2)CC1)c1ccccc1Br,0
O=C(NNC(=O)c1ccccc1O)c1ccccc1O,2
CN1OC[C@@H]2CN[C@H](c3ccc(-c4ccccc4)cc3)C[C@@H]21,2
O=C1OC(c2cccs2)=N/C1=C\c1ccc(-c2ccccc2Cl)o1,-7
COc1cc2c(cc1N)-c1ccc(N)cc1C2=O,-12
COc1ccc(-c2nnc(CSc3ncnc4sc5c(c34)CCC5)o2)cc1OC,-3
NS(=O)(=O)c1cccc(NC(=O)CSc2n[nH]c(-c3ccccc3Br)n2)c1,3
COc1ccc(CN2C[C@H](O)COC[C@@H]3O[C@H](CC(=O)NCc4ccncn4)CC[C@H]32)cc1,1
COC(=O)C[C@@H]1C[C@@H]2c3cc(NC(=O)NC4CCCCC4)ccc3O[C@@H]2[C@H](CO)O1,0
COc1nc(-c2ccccc2)nnc1-c1ccccc1,2
Cc1ccc(-c2c(C#N)c(N)n(-c3ccccc3C)c(=O)c2C#N)cc1,-1
CSCCC(NC(C)=O)C(=O)Oc1ccc2c3c(c(=O)oc2c1)CCCC3 (stereo not given),-134
CCC(C)/C(C)=N/NC(=O)c1ccc(COc2ccc(Cl)c(C)c2)cc1 (stereo not given),2
COc1cc2ccccc2ccc1=NO,2
CC(C(=O)O)c1cccc(Oc2ccccc2)c1 (stereo not given),-1
O=C(NCc1cccnc1)c1cc(C2CCCN(C(=O)C3CCCCC3)C2)on1 (stereo not given),1
O=C(Nc1cccc(N=Cc2cc(Br)cc(Br)c2O)c1)c1ccco1,-26
C#CCNC(=O)C[C@@H]1C[C@@]2(C(=O)OC)CCCCC=C2N(CCc2ccc(OC)c(OC)c2)C1=O,3
COc1ccc(C)cc1/C=C/C(=O)N1CCN(S(=O)(=O)c2cccs2)CC1,2
COC[C@H]1CCCN1c1ccc2c(c1)O[C@H](COCc1ccccc1)CN([C@@H](C)c1ccccc1)S2(=O)=O,0
Cc1cc2nc(C(C)(C)C)c(CC3CCCCC3)n2c(C)c1Br,-1
COC[C@@H]1CCCN1c1ccc2c(c1)O[C@H](COCc1ccccc1)CN([C@@H](C)c1ccccc1)S2(=O)=O,2
O=C(OCCO)c1c(C2=CCCCC2)oc2c1C(OCCO)CCC2 (stereo not given),1
CCCCN(C(=O)CCN1C(=O)C2CC=CCC2C1=O)c1c(N)n(CCCC)c(=O)[nH]c1=O (stereo not given),-1
COc1ccc(CNc2cccnc2Cl)cc1,2
CC1(C(=O)NS(=O)(=O)Cc2ccccc2)CCN1C(=O)Cc1ccc(-c2ccccc2)cc1 (stereo not given),4
C[C@H](CO)N1C[C@H](C)[C@H](CN(C)S(=O)(=O)c2cccs2)OCc2cnnn2CCCC1=O,-1
COc1ccc(CC(N)c2csc(Nc3ccc(S(C)(=O)=O)cc3)n2)cc1 (stereo not given),-3
O=C(NCc1cccnc1)c1csc([C@@H]2O[C@H](CO)[C@H](O)[C@H](O)[C@H]2O)n1,2
CC(=O)N[C@@H](Cc1c[nH]c2ccccc12)C(=O)OCC(=O)Nc1ccc2c(c1)OCO2,3
O=C(COC(=O)c1ccc2c(c1)OCCO2)Nc1ccccc1C(F)(F)F,2
O=C(CSc1nc2[nH]ncc2c(=O)[nH]1)Nc1cc(C(F)(F)F)ccc1Cl,0
O=C(Nc1cccc(C(F)(F)F)c1)c1csc([C@@H]2O[C@H](CO)[C@@H](O)[C@H]2O)n1,-6
Nc1c([N+](=O)[O-])cc2c3c(cccc13)CC2,0
COc1ccccc1COc1cccn2c(N(C)C(=O)CCC3CCCC3)c(C)nc12,-9
N#Cc1c(-c2ccccc2)nc(SCC(=O)Nc2ccccc2)[nH]c1=O,2
COc1cc(CNc2nc3ccccc3n2Cc2ccccc2)ccc1O,-5
CCOC(=O)[C@]12CCCC=C1N(CCC1=CCCCC1)C(=O)[C@H](CC(=O)N1CCN(C(=O)C3CC3)CC1)C2,0
CC(C)n1cc(C#N)c(N)n1,-1
COC(=O)[C@]12CCCCC=C1N(Cc1ccco1)C(=O)[C@H](CC(=O)NCCC(C)C)C2,-2
CC(CO)NS(=O)(=O)c1ccc(Br)cc1F (stereo not given),2
CCOC(=O)Cc1cc(-c2ccc(F)cc2)nc2ccc3ccccc3c12,0
CCOC(=O)C1CC2=C(CCCC2=O)N(Cc2ccccc2)C1=O (stereo not given),-1

# Carrying on.
SMILES,SENP1 FRET inh
CC1CN(S(=O)(=O)c2cccc(C(=O)NCC(c3cccs3)N3CCOCC3)c2)CC(C)O1 (stereo not given),-3
O=C(Cc1ccc(S(=O)(=O)N2CCOCC2)s1)Nc1ccc(Br)c(C(F)(F)F)c1,-7
O=C1NC(=S)SC1=Cc1ccccc1Cl,4
CC(=O)Nc1cccc(-c2ccnc3c2CC(C)(C(=O)NCc2cccc(Cl)c2)O3)c1 (stereo not given),-1
Fc1ccc(CSc2ncnc3c2ncn3C2CCCCO2)cc1 (stereo not given),2
CCCNS(=O)(=O)c1ccc(CCC(=O)Nc2cc(Cl)ccc2Oc2ccccc2)cc1,1
C[C@@H]1CN([C@@H](C)CO)C(=O)c2cc(C3=CCCCC3)cnc2O[C@H]1CN(C)C(=O)Nc1cccc(F)c1,1
O=c1cc(-c2ccccc2)c2c([nH]1)CCCC2,-4
Nc1ncnc2c1ncn2C1OC(CO)C2OC21 (stereo not given),1
CN(C)C1CN(Cc2cn(Cc3cccc(Cl)c3)nn2)S(=O)(=O)C1 (stereo not given),3
Cn1cc(/C=C2\SC(=S)N(NC(=O)c3cccc(Cl)c3)C2=O)c2ccccc21,-33
COCCn1c2nc(=O)n(-c3ccccc3)c(=O)c-2nc2ccccc21,-30
O=C(CC[C@H]1O[C@@H](n2ccc(=O)[nH]c2=O)[C@H](O)[C@@H]1O)NC1CCN(Cc2ccccc2)C1 (stereo not given in full),-2
CC(C)NC(=O)c1cc(C2CCCCN2S(=O)(=O)c2ccccc2)on1 (stereo not given),2
COCCNC(=O)C1(C)CCN(C(=O)COc2ccc(Cl)cc2Cl)C1 (stereo not given),1
O=c1c(-c2ccco2)nc2ccccc2n1C(c1ccccc1)c1nc2ccccc2[nH]1 (stereo not given),-42
CC1CN(CCN2CC(C)N(C=O)CC2C)C(C)CN1C=O (stereo not given),2
O=c1[nH]c2cc([N+](=O)[O-])ccc2c2ccc([N+](=O)[O-])cc12,10
CSCCC(=O)Nc1nc(-c2ccccn2)cs1,-1
CCc1nc2c(OCc3ccc(Cl)cc3Cl)cccn2c1N(C)C(=O)C1CC1,-1
O=C(Cc1ccccc1)c1ccc(N2CCOCC2)cc1,4
O=C1NC[C@H](CCCCN2C[C@H](Cc3ccccc3)N(CCc3ccc(O)cc3)C(=O)C2=O)N(CCc2ccc(O)cc2)C1=O,0
C[C@H](CO)N1C[C@H](C)[C@@H](CN(C)C(=O)c2ccccc2)OCc2cn(nn2)CCCC1=O,0
O=c1c(O)c(-c2ccccc2)oc2ccccc12,-10
Cc1cccc(-n2c(Cc3cc(=O)[nH]c(=O)[nH]3)nnc2SCC(=O)NCc2ccco2)c1,5
Cc1ccc(F)cc1C(=O)N1CCC1(C)C(=O)O (stereo not given),3
Cn1c(=O)c2[nH]c(CCCCCCCc3nc4ccccc4[nH]3)nc2n(C)c1=O,-4
COC(=O)C1(C)CCc2c(ccc3ccccc23)C1=O (stereo not given),-1
CC1=C(C(=O)N2CCOCC2)CC(CC(=O)NC2CCCCC2)C(=O)N1Cc1ccc(F)cc1 (stereo not given),1
CC(C)NC(=O)C1(C)Cc2c(-c3cccc(C(F)(F)F)c3)ccnc2O1 (stereo not given),0
COc1ccccc1C(O)c1ncc(-c2cccc(C(F)(F)F)c2)[nH]1 (stereo not given),-1
CCC(=O)N1CCC1(C)C(=O)Nc1ncc(C)s1 (stereo not given),0
COc1ccc(S(=O)(=O)NC(=O)C2(C)CCN2C(=O)CC2CCCC2)cc1 (stereo not given),-1
COc1ccc(C(O)c2nc(-c3ccc(Cl)cc3)cs2)cc1 (stereo not given),4
COc1cc(C2(C)SCCCS2)cc(OC)c1OC,-4
CC(c1ccccc1)N1CCn2c(nc3cc(NC(=O)NC4CCCCC4)ccc32)C1 (stereo not given),-27

# Already shown: an excerpt of the list.
SMILES,SENP1 FRET inh
O=C(Cc1ccccc1)c1ccc(N2CCOCC2)cc1,4
O=C1NC[C@H](CCCCN2C[C@H](Cc3ccccc3)N(CCc3ccc(O)cc3)C(=O)C2=O)N(CCc2ccc(O)cc2)C1=O,0
C[C@H](CO)N1C[C@H](C)[C@@H](CN(C)C(=O)c2ccccc2)OCc2cn(nn2)CCCC1=O,0
O=c1c(O)c(-c2ccccc2)oc2ccccc12,-10
Cc1cccc(-n2c(Cc3cc(=O)[nH]c(=O)[nH]3)nnc2SCC(=O)NCc2ccco2)c1,5
Cc1ccc(F)cc1C(=O)N1CCC1(C)C(=O)O (stereo not given),3
Cn1c(=O)c2[nH]c(CCCCCCCc3nc4ccccc4[nH]3)nc2n(C)c1=O,-4
COC(=O)C1(C)CCc2c(ccc3ccccc23)C1=O (stereo not given),-1
CC1=C(C(=O)N2CCOCC2)CC(CC(=O)NC2CCCCC2)C(=O)N1Cc1ccc(F)cc1 (stereo not given),1
CC(C)NC(=O)C1(C)Cc2c(-c3cccc(C(F)(F)F)c3)ccnc2O1 (stereo not given),0
COc1ccccc1C(O)c1ncc(-c2cccc(C(F)(F)F)c2)[nH]1 (stereo not given),-1
CCC(=O)N1CCC1(C)C(=O)Nc1ncc(C)s1 (stereo not given),0
COc1ccc(S(=O)(=O)NC(=O)C2(C)CCN2C(=O)CC2CCCC2)cc1 (stereo not given),-1
COc1ccc(C(O)c2nc(-c3ccc(Cl)cc3)cs2)cc1 (stereo not given),4
COc1cc(C2(C)SCCCS2)cc(OC)c1OC,-4
CC(c1ccccc1)N1CCn2c(nc3cc(NC(=O)NC4CCCCC4)ccc32)C1 (stereo not given),-27

# Next structures follow:
SMILES,SENP1 FRET inh
O=C(NN=Cc1cc([N+](=O)[O-])ccc1O)c1cccc2ccccc12,-14
CC(C)(C)NC(=O)C(c1ccc(C(F)(F)F)cc1)n1c(=O)c(-c2ccco2)nc2ccccc21 (stereo not given),-28
Cc1cc(F)ccc1C(O)c1ncc(-c2ccc(Oc3ccccc3)cc2)[nH]1 (stereo not given),-2
C[C@@H]1CCCCO[C@H](CN(C)Cc2ccccc2)[C@@H](C)CN([C@H](C)CO)C(=O)c2cc(NC(=O)c3ccccc3)ccc2O1,0
CCCCC(=O)N(C)c1c(C)nc2ccc(C(=O)N3CCCCC3)cn12,-1
CC12CCC(C(=NO)C1=NO)C2(C)C (stereo not given),1
COc1cccc(NC(=O)C2(C)CCN2Cc2ccc(SC)cc2)c1 (stereo not given),-1
O=C(N=C1SC2CS(=O)(=O)CC2N1Cc1ccccc1)c1ccccc1 (stereo not given),0
CN(C)CC#Cc1cccc(-c2nc(C(=O)O)cc3c2[C@@H](CCO)N(S(=O)C(C)(C)C)C3)c1 (stereo not given in full),-2
CC(=O)NCCNC(=O)Cn1nnc(-c2ccccc2)c1COc1ccc2ccccc2c1,1
O=C([C@H]1O[C@@H](n2ccc(=O)[nH]c2=O)[C@H](O)[C@@H]1O)N(CCC1=CCCCC1)CC1CC1,3
O=C(Cn1c2c(sc1=O)C1c3ccccc3OCC1CS2)Nc1ccc(Cl)c(Cl)c1 (stereo not given),-13
CC(C)Cn1c(SC(C)C(=O)Nc2ccc3c(c2)OCCO3)nc2ccccc2c1=O (stereo not given),1
CC(C)(C)OC(=O)N(CCc1ccccc1)Cc1ccccc1OCc1ccc(NC(=O)C2CCCC2)cc1,0
COc1ccccc1S(=O)(=O)N(C)C[C@@H]1OCc2cnnn2CCCC(=O)N([C@@H](C)CO)C[C@H]1C,4
COc1cc(OC)cc(C2=Cc3ccc(OC)cc3C(CC(C)=O)N2c2ccc(-c3cncnc3)cc2)c1 (stereo not given),-3
CS(=O)(=O)c1ccc(Nc2nc(C(N)Cc3ccc(Cl)cc3)cs2)cc1 (stereo not given),0
O=C(OCC12CC3CC(CC(C3)C1)C2)c1ccc(NCc2cc(O)ccc2O)cc1,3

# These rows are one share of the data; count on the stated rates, not on these rows.
